# GoLoco inh red: inhibitors of human Gai1-RGS12 GoLoco interaction (red fluorophore); P63096; Gai1:RGS12 GoLoco peptide FP, rhodamine, 10 min; 0.44% of 230,000 active; Potency, µM (highest dose often 61.6 µM), for inactives: top-dose activity, negative = inhibition, most hits filed as inhibitors; active = well fitted inhibition curve with a large enough effect, not every such curve was filed as active; inactive = no such curve, though single readings can be large or run the other way; also: % is scaled to controls: 0 for no effect and ±100 for the full control effect; nearly all actives have a fitted effect of over 30% in size; many of its hits are not listed in these tables
# GAA glycogen mod: alters human alpha-glucosidase cleavage of glycogen. Potency, µM (series often up to 76.4 µM), for inactives: at the highest dose activity change, negative = inhibition, most hits filed as inhibitors. P10253. 0.38% of 300,000 active. recombinant GAA, glycogen substrate, Amplex Red glucose oxidase fluorescence;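 also: 0% = full enzyme reaction and -100% = no-enzyme basal signal; the screen sought inhibitors and activators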
#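 Recombinant human enzyme (4 nM); glycogen substrate; 37 C, 40 min, pH 5.0. Readout: coupled glucose oxidase/Amplex Red fluorescence.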
# GAA spleen mod: lysosomal alpha-glucosidase (human) modulation | P10253 | human spleen homogenate, 4-MU-alpha-glucoside fluorescence | Potency, µM (top dose mostly 79.9 µM), without a hit: at the top dose activity change, negative = inhibition, usual class: inhibitors | 0.006% of 240,000 active;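 also: 0% = enzyme with vehicle and -100% = no enzyme basal signal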
#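 Enzyme source: human spleen homogenate, 1 ug/well. Buffer 50 mM citric acid/K phosphate pH 5.0, 0.01% Tween-20. 4-MU-alpha-glucoside 1 mM; 37 C x 40 min; NaOH/glycine stop; fluorescence.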
# aGal spleen mod: inhibits or activates alpha-galactosidase in human spleen homogenate; human spleen homogenate, 4MU-alpha-Gal fluorescence, 40 min; Potency, µM (series often up to 80 µM), without a hit: at the top dose activity change, negative = inhibition, most hits filed as inhibitors; 0.008% of 240,000 active; AID 2107;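 also: 0% = enzyme with vehicle and -100% = no enzyme basal signal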
#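 Inhibition or activation of alpha-galactosidase in human spleen homogenate is scored by 4-MU fluorescence after 40 min at 37C, pH 5.0, with 1 mM substrate. AC50s come from concentration-response fitted to the Hill equation.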
# ALDH1A1 inh: inhibitors of human aldehyde dehydrogenase 1A1; Purified ALDH1A1, NADH fluorescence, propionaldehyde substrate; AID 1030; Potency, µM (series often up to 75.3 µM), without a hit: at the highest dose activity, negative = inhibition, actives largely listed as inhibitors; 7.3% of 220,000 active; P00352; active = well fitted inhibition curve with a large enough effect, not every such curve was filed as active; inconclusive = small, poorly fitted or top-dose-only effect, or another doubt; inactive = no such curve, though single readings can be large or run the other way;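 also: plate controls were no enzyme wells and a reference inhibitor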
# Target sequence (P00352 whole entry, looked up): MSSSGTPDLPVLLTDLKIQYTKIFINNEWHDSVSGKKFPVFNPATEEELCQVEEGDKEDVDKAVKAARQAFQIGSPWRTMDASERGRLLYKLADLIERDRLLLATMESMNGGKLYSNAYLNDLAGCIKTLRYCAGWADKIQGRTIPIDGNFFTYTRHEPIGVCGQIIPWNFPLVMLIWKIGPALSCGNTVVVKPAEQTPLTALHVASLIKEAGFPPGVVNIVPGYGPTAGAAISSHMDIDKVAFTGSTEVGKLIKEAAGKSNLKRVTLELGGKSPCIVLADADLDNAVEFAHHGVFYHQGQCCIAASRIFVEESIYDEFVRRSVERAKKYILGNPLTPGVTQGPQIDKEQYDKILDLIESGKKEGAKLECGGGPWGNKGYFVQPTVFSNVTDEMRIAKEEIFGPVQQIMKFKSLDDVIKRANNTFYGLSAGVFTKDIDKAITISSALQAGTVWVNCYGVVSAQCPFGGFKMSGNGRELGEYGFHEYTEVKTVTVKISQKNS
# GAA inh: inhibitors of human lysosomal alpha-glucosidase; P10253; Potency, µM (doses to about 76.9 µM), without a hit: at the highest dose activity change, negative = inhibition, usual class: inhibitors; 0.005% of 200,000 active; purified human GAA, 4-MU-alpha-glucoside fluorescence;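 also: plate controls were uninhibited enzyme wells for no effect and no-enzyme background for full effect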
#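 AC50 values come from Hill fits of compound titrations (up to 77 uM) against 4 nM human enzyme. Substrate 4-methylumbelliferyl-alpha-D-pyranoside at 400 uM, pH 5.0 citrate buffer, 20 min room temperature; fluorescence Ex 365/Em 440 after alkaline stop.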
# SMN2 splice up: increases expression of the SMN2 splice variant; HEK293 SMN2-luciferase splicing reporter, luminescence, 30-36 h; Potency, µM (doses to about 46.1 µM), without a hit: at the top dose activity change, positive = activation, most hits filed as activators; 2.8% of 210,000 active; AID 1458; also: % of control where 0% means no effect; nearly all actives have a fitted effect of over 55% in size
#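 HEK293 cells carry an SMN2 minigene-luciferase reporter in which exon 7 inclusion puts luciferase in frame. Cells were seeded at 2000 cells/well, attached for 10-12 hours, then exposed to compounds for 30-36 hours at 37C before ONE-Glo luminescence.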
# KDM4E inh: blocks human JMJD2E demethylase activity; Potency, µM (highest dose often 57.1 µM), for the others: top-dose activity change, negative = inhibition, usual class: inhibitors; JMJD2E catalytic domain, FDH-coupled NADH fluorescence (FDH is formaldehyde dehydrogenase); 1.6% of 230,000 active; B2RXH2; AID 2147; active = well fitted inhibition curve with a large enough effect, not every such curve was filed as active; inconclusive = small, poorly fitted or top-dose-only effect, or another doubt; inactive = no such curve, though single readings can be large or run the other way;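 also: 0% = wells with enzyme and -100% = buffer wells without enzyme; nearly all actives have a fitted effect of over 50% in size; many of its hits are not listed in these tables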
# Target sequence (B2RXH2 1-337 limits assumed): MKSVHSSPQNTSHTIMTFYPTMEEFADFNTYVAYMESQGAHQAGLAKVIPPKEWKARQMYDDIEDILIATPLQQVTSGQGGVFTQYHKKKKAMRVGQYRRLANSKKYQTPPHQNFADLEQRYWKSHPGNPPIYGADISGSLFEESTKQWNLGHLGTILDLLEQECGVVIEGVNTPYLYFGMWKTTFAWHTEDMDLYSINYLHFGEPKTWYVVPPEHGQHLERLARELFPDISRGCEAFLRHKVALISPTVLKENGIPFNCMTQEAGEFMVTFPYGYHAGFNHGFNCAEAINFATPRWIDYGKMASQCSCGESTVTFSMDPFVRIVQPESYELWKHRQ
# Numbers without * were called inactive; ? = inconclusive; / = not tested or not shown; [ ] = remark or other dose. Unless noted, calls follow the shape of the dose curve; as a rule, active = well fitted curve in the direction sought with a large enough effect; inconclusive = small, poorly fitted or top-dose-only effect, or another doubt; inactive = no such curve, though single readings can be large; an effect the other way counts as inactive or inconclusive. Potency is read from the fitted curve at half-maximal effect. Only part of the results is shown; the hit share may differ from the screen's.
cpd | Structure | ALDH1A1 inh | SMN2 splice up | GAA spleen mod | GoLoco inh red | GAA glycogen mod | KDM4E inh | GAA inh | aGal spleen mod
1 | COc1ccc(C2NC(=S)NC(C)=C2C(=O)Nc2ccccn2)cc1OC (stereo unspecified) | 5% | -8% | 1% | 12% | -3% | 14% | -9% | 3%
2 | COC(=O)c1cc(COc2ccc3oc(C)c(C(=O)OC(C)C)c3c2)c(C)o1 | -6% | -37%[inhibitor] | -9% | -2% | -20% | -20% | ? | -2%
3 | Cc1nc(SCc2cccc(F)c2)[nH]c(=O)c1C#N | -11% | / | 6% | / | 1% | 28µM* | -12% | 11%
4 | COc1ccc(Cl)cc1NC(=O)CN1c2ccccc2CC1C (stereo unspecified) | ? | -47%[inhibitor] | 1% | -3% | -20% | -25% | -2% | -1%
5 | Nc1nnc(SCc2cn3cc(Cl)ccc3n2)s1 | 7% | ? | -6% | 6% | -4% | 2% | -4% | -2%
6 | CC1CC(C)CN(CC(=O)N2CCCc3c2c(=O)oc2ccc(OCc4ccccc4)cc32)C1 (stereo unspecified) | ? | 6% | 1% | 5% | -2% | ? | -14% | 7%
7 | Cc1ccc(-c2nnc(NCc3nc4ccccc4[nH]3)c3ccccc23)cc1S(=O)(=O)N(C)C | -6% | -60%[inhibitor] | -4% | 10% | 3% | ? | -7% | -14%
8 | COC(=O)c1cnc2c(c1C(=O)OC)c(=O)n(C)c(=O)n2C | ? | 8% | -4% | 0% | -6% | ? | -2% | 2%
9 | O=c1c2ccccc2nnn1CSc1ccc2c(c1)OCCO2 | 1% | 7.1µM* | -4% | -2% | -19% | 1% | 8% | -6%
10 | c1ccc(Cn2cc(CN3CCCCO3)c(-c3ccc4c(c3)OCO4)n2)cc1 | 32µM* | / | 7% | -4% | -1% | -13% | / | 0%
11 | Cc1nn2c3ccccc3n(CC(=O)c3cccs3)c2nc1=O | -10% | / | 13% | 8% | 0% | 2% | ? | 11%
12 | COc1cc(CN2CCN(c3cccc(Cl)c3)CC2)cc(OC)c1OC | -7% | 24% | -20% | -1% | 4% | -7% | 2% | -16%
13 | COc1cnn(-c2ccc(C)cc2)c(=O)c1SCc1ccccc1 | ? | / | 5% | / | 6% | 2% | 6% | 7%
14 | CC(C)NC(=S)Nc1ccc(S(=O)(=O)Nc2ncccn2)cc1 | 10% | 6% | -4% | 17% | 2% | -1% | 0% | -1%
15 | CCOc1ccccc1NC(=O)C(=O)NCCC1=CCCCC1 | -10% | -31%[inhibitor] | 2% | 4% | -4% | 5% | -1% | 8%
16 | CC(Sc1ncnc2sccc12)C(=O)Nc1ccc(C(N)=O)cc1 (stereo unspecified) | 7% | 8% | -4% | 3% | -1% | 3% | 2% | -4%
17 | COc1ccc(OC2C(=O)N(Cc3ccc4c(c3)OCO4)C2c2sccc2C)cc1 (stereo unspecified) | -9% | 2% | -1% | 4% | -13% | -8% | -4% | 8%
18 | COc1cc(/C=C2\CCOC2=O)cc(OC)c1OC | / | / | 7% | -9% | -5% | ? | / | -3%
19 | Cc1cccc(OCC(O)Cn2c(NCCCOC(C)C)nc3c2c(=O)[nH]c(=O)n3C)c1 (stereo unspecified) | 9% | -13% | 5% | 35%[activator] | -7% | 4% | 10% | -10%
20 | Cc1ccc(S(=O)(=O)N(C)C)cc1NC(=O)COC(=O)CCC(=O)c1ccc(F)cc1 | 6% | / | 8% | / | 10% | 12% | 5% | 2%
21 | COC(=O)c1cc(=O)n(Cc2ccccc2)c(=NCc2ccccc2)s1 | 11% | -38%[inhibitor] | -3% | 19% | 8% | ? | 5% | 0%
22 | CCCCC/C=N/NC(=O)c1[nH]c2ccc([N+](=O)[O-])cc2c1C | ? | / | -1% | 8% | -27% | -1% | -5% | -9%
23 | CCCCCNC(=O)Cc1ccc(OC)cc1 | 7% | 4% | -4% | 1% | -7% | 3% | -8% | -4%
24 | COc1ccc(C(=O)Nc2ccc(S(=O)(=O)NC(C)=O)cc2)cc1 | -12% | 4% | -11% | 1% | 5% | -9% | -9% | -2%
25 | COCCOC(=O)C1=C(C)NC2=C(C(=O)CC(C)(C)C2)C1c1ccc2c(c1)OCO2 (stereo unspecified) | ? | 23% | -15% | 6% | -12% | ? | -1%[15.4 µM] | 11%
26 | O=C(c1cc(C(F)(F)F)cc(C(F)(F)F)c1)N1CCC2(CC1)CCN(c1ccccn1)CC2 | -8% | -45%[inhibitor] | -5% | 8% | / | / | / | 6%
27 | CCOC(=O)c1cc2c(=O)[nH]ccc2nc1C | ? | 1% | -4% | 7% | 11% | ? | -6% | -4%
28 | Cc1ccc2nc(Nc3ncc4c(n3)CC(C)(C)CC4=O)nc(C)c2c1 | ? | -4% | 0% | 196%[activator] | 4% | -24% | 6% | 1%
29 | CCOC(=O)CSc1nc2c(c(=O)n(C)c(=O)n2C)n1CCCc1ccccc1 | -1% | -17% | 2% | 9% | 3% | 3% | -17% | -2%
30 | COc1nc2c(C)cccc2cc1-c1noc(-c2ccncc2)n1 | -1% | / | 2% | / | -4% | 0% | 0% | 3%

# Reprinted at random: two compounds from above, in no set order.
cpd | Structure | ALDH1A1 inh | SMN2 splice up | GAA spleen mod | GoLoco inh red | GAA glycogen mod | KDM4E inh | GAA inh | aGal spleen mod
6 | CC1CC(C)CN(CC(=O)N2CCCc3c2c(=O)oc2ccc(OCc4ccccc4)cc32)C1 (stereo unspecified) | ? | 6% | 1% | 5% | -2% | ? | -14% | 7%
27 | CCOC(=O)c1cc2c(=O)[nH]ccc2nc1C | ? | 1% | -4% | 7% | 11% | ? | -6% | -4%

# The listing continues.
cpd | Structure | ALDH1A1 inh | SMN2 splice up | GAA spleen mod | GoLoco inh red | GAA glycogen mod | KDM4E inh | GAA inh | aGal spleen mod
31 | CC1(C)OC(=O)C(=C2CCCN2)C(=O)O1 | -12% | -7% | -7% | 3% | 5% | 1% | 2% | -1%
32 | COCCn1c(SCC(=O)c2ccc3c(c2)OCCO3)nnc1-c1ccoc1C | 20µM* | 26% | 0% | 13% | 10% | -7% | -6% | -5%
33 | Cn1c(=O)c2c(ncn2CC(=O)Nc2ccc(Cl)cc2Cl)n(C)c1=O | -6% | 13% | -9% | 6% | 6% | 4% | -5% | -2%
34 | CC(/C=C/c1ccccc1)=N/NC(=O)c1cccc(Br)c1 | -1% | -9% | -1% | 18% | 17% | -4% | 1% | 2%
35 | CCOC(=O)c1nc(C)[nH]c1C(=O)OCC | 3% | 25% | 9% | 3% | 4% | 1% | -11% | 1%
36 | O=C(Nc1ccc(-n2cnnn2)cc1)C1CCCN1C(=O)NC1CCCCC1 (stereo unspecified) | -3% | -15% | -1% | 1% | 2% | 0% | 13% | 1%
37 | N#Cc1c(NC(=O)CSc2nnc(-c3ccccc3)o2)sc2c1CCCC2 | ? | ? | -1% | 9% | -4% | -4% | 1% | -2%
38 | O=C(Nc1ccc(Cl)cc1)C1CCC(=O)N1Cc1ccccc1Cl (stereo unspecified) | 7% | / | -7% | -5% | 5% | -3% | ? | 2%
39 | O=C(Cc1cccs1)NCCn1ccc2ccccc21 | -7% | 2% | -3% | 14% | -6% | -16% | 0% | 4%
40 | C/C=C(/C)C(=O)O[C@H]1[C@@H](O)c2c(ccc3ccc(=O)oc23)OC1(C)C | ? | -26% | 6% | 4% | 1% | ? | 0% | 11%
41 | CC1(C)CC(=O)c2c(Cc3ccccc3)n[nH]c2C1 | -16% | 1% | 1% | -9% | 0% | -3% | -1% | -2%
42 | CN(C)CCNC(=S)Nc1ccc(Cl)cc1Cl | 0% | -4% | 2% | 13% | 12% | 0% | 5% | -7%
43 | Cc1cc(NC(=O)c2cccc(F)c2)no1 | -1% | 14% | -6% | 5% | 1% | -10% | -2% | -2%
44 | COc1ccccc1C1NC=C([N+](=O)[O-])C=C1[N+](=O)[O-] (stereo unspecified) | 8.9µM* | -7% | -6% | 116%[activator] | -6% | 4% | ? | 3%
45 | COc1ccc2nc(NC(=O)CN3CCOCC3)sc2c1 | 9% | 10% | -7% | 0% | -7% | 2% | -7% | 3%

# In the list so far, these have a halogen.
cpd | Structure | ALDH1A1 inh | SMN2 splice up | GAA spleen mod | GoLoco inh red | GAA glycogen mod | KDM4E inh | GAA inh | aGal spleen mod
3 | Cc1nc(SCc2cccc(F)c2)[nH]c(=O)c1C#N | -11% | / | 6% | / | 1% | 28µM* | -12% | 11%
4 | COc1ccc(Cl)cc1NC(=O)CN1c2ccccc2CC1C (stereo unspecified) | ? | -47%[inhibitor] | 1% | -3% | -20% | -25% | -2% | -1%
5 | Nc1nnc(SCc2cn3cc(Cl)ccc3n2)s1 | 7% | ? | -6% | 6% | -4% | 2% | -4% | -2%
12 | COc1cc(CN2CCN(c3cccc(Cl)c3)CC2)cc(OC)c1OC | -7% | 24% | -20% | -1% | 4% | -7% | 2% | -16%
20 | Cc1ccc(S(=O)(=O)N(C)C)cc1NC(=O)COC(=O)CCC(=O)c1ccc(F)cc1 | 6% | / | 8% | / | 10% | 12% | 5% | 2%
26 | O=C(c1cc(C(F)(F)F)cc(C(F)(F)F)c1)N1CCC2(CC1)CCN(c1ccccn1)CC2 | -8% | -45%[inhibitor] | -5% | 8% | / | / | / | 6%
33 | Cn1c(=O)c2c(ncn2CC(=O)Nc2ccc(Cl)cc2Cl)n(C)c1=O | -6% | 13% | -9% | 6% | 6% | 4% | -5% | -2%
34 | CC(/C=C/c1ccccc1)=N/NC(=O)c1cccc(Br)c1 | -1% | -9% | -1% | 18% | 17% | -4% | 1% | 2%
38 | O=C(Nc1ccc(Cl)cc1)C1CCC(=O)N1Cc1ccccc1Cl (stereo unspecified) | 7% | / | -7% | -5% | 5% | -3% | ? | 2%
42 | CN(C)CCNC(=S)Nc1ccc(Cl)cc1Cl | 0% | -4% | 2% | 13% | 12% | 0% | 5% | -7%
43 | Cc1cc(NC(=O)c2cccc(F)c2)no1 | -1% | 14% | -6% | 5% | 1% | -10% | -2% | -2%
